Ba/F3 V617F tox: reduce viability of Ba/F3 cells dependent on JAK2V617F | Ba/F3 EpoR-JAK2V617F viability, ATP luminescence | inhibition, % at 5.6 µM | hit rate 1.1% among 220,000;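 active = inhibition above the campaign mean plus 3 SD over all tested compounds, cut at about 24% in these data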;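 also: cytokine-independent growth of Ba/F3 cells driven by EpoR plus mutant JAK2; 0% = DMSO-treated cells and 100% = JAK inhibitor I control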
PPC-1+TRAIL kill: kills PPC-1 cancer cells in the presence of TRAIL. cell killing (% activity), % at 4 µM. AID 1443. PPC-1 cells + TRAIL, ATPLite viability luminescence. hit rate 0.41% among 220,000;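 active = cell killing above 50% in the first pass at 4 µM, then a duplicate retest at 5 µM averaging 50% or more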;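 also: plate controls were cells with TRAIL plus DMSO for no effect and medium-only wells lacking cells for full effect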
Tb hexokinase: blocks Trypanosoma brucei hexokinase 1 activity; inhibition, % at 10 µM; AID 1430; hit rate 0.11% among 220,000; recombinant TbHK1, G6PDH-coupled NADH A340;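 active = inhibition of 50% or more in the single-dose primary screen; inactive = inhibition below 50%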
p97 inhibitor: blocks human p97 ATPase activity; recombinant p97 ATPase, Kinase-Glo ATP luminescence, 3 h; AID 1481; hit rate 0.42% among 220,000; inhibition, % at 8 µM; in the data active = inhibition above about 15%;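 also: 0% = DMSO vehicle and 100% = wells lacking enzyme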
Target sequence (P55072 whole entry, looked up): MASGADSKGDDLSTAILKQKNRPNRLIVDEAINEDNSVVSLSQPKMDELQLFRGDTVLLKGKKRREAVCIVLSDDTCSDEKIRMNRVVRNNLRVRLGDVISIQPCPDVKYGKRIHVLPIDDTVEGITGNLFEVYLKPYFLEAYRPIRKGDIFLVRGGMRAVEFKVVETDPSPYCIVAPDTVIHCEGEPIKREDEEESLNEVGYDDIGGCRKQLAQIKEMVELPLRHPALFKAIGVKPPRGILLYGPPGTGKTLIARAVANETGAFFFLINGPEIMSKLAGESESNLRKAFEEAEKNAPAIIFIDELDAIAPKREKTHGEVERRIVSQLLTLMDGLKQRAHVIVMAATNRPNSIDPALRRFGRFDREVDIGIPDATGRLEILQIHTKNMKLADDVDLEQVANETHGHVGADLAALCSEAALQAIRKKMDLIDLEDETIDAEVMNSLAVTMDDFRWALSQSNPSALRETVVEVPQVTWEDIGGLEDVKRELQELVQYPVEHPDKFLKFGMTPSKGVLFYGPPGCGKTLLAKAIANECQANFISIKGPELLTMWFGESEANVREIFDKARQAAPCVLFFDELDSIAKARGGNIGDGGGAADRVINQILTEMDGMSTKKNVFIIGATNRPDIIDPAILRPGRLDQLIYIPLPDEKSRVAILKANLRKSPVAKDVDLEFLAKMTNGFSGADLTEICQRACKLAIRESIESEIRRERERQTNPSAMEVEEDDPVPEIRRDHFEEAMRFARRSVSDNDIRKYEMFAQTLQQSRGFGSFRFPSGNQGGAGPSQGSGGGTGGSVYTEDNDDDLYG
p47phox inh: inhibitors of human p47phox binding. P14598. p47phox/p22phox peptide binding, fluorescence polarization, 2 h. inhibition, % at 24.7 µM. hit rate 0.53% among 220,000;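 active = inhibition above about 30%, limit read from the data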;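 also: 0% = p47phox with labelled peptide and 100% = labelled peptide alone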
BaF3 parental: counter-screen for JAK2V617F inhibitors: parental Ba/F3 viability inhibitors; CellTiter-Glo ATP luminescence; inhibition, % at 5.6 µM; hit rate 1.1% among 220,000;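 active = inhibition above a per-campaign cutoff, the mean inhibition of all tested compounds plus 3 SD, cut at about 27% in these data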;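 also: 0% = DMSO wells and 100% = JAK Inhibitor I control wells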
Furin inhibitor: human furin inhibition; purified furin, fluorogenic substrate cleavage; AID 463115; P09958; inhibition, % at 30 µM; hit rate 0.061% among 220,000; in the data active = inhibition above about 25%; also: inactives centre near -15
RBBP9 inh: inhibitors of human serine hydrolase RBBP9; O75884; recombinant RBBP9, FP-Rh probe fluorescence polarization; inhibition, % at 7.94 µM; hit rate 0.2% among 220,000; AID 1515;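 active = inhibition above the campaign mean of all tested compounds plus 3 SD, cut at about 14% in these data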;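 also: plate controls were DMSO wells with RBBP9 for no effect and wells lacking RBBP9 protein for full effect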
Target sequence (O75884 whole entry, looked up): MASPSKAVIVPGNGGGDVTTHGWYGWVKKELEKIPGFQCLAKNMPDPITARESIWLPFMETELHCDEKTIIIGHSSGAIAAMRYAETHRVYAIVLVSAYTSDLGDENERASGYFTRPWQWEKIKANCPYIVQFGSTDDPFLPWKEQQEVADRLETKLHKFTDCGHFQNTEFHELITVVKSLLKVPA
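Test system: recombinant human RBBP9; Timing: 30 min then 45 min, 25 °C; Detection: fluorescence polarization; Control set: RBBP9 with DMSO as uninhibited control, no-protein wells as full inhibition; Compound dosing: one concentration, 7.94 µM nominal, 0.794% DMSO; Probe or stimulus: FP-Rh activity-based probe, 375 nM before mixing.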
PGE2 EP2 inh: inhibitors of human EP2 prostaglandin E2 receptor; inhibition, % at 25 µM; C6 glioma cells expressing human EP2, cAMP TR-FRET; cells stimulated with saturating PGE2; P43116; hit rate 0.52% among 260,000;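 active = percent inhibition above 40 after rounding to a whole number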;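 also: rat C6 glioma host cells with rolipram phosphodiesterase inhibitor present; the protocol text gives 20 µM as final concentration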
Starred values were filed as active, the others as inactive; · = no result given; & = joins results of further samples; [ ] = remark or other dose. A portion of the library; count on the stated rates, not on these rows.

Every second line gives: Ba/F3 V617F tox	Tb hexokinase	RBBP9 inh	p97 inhibitor	PPC-1+TRAIL kill	BaF3 parental	Furin inhibitor	PGE2 EP2 inh	p47phox inh
- O=C(Nc1cc(C(=O)N2CCCC2)ccc1N1CCCC1)c1ccccc1F
 : 16.2	0.7	3.9	1.4	5.9	3.6	-22.7[20 µM]	7.7	-1.9
- Cc1c(Cl)cccc1Nc1nc(N)nc(CSc2nc3ccccc3s2)n1
 : 6.2	-4.6	-13.3	-6.5	4.1	12.7	-3.9	4.5	5.0
- Cc1cccc(NC(=O)c2cccc(Cn3cc(Br)c([N+](=O)[O-])n3)c2)c1C
 : 4.6	2.8	-5.9	-4.7	15.3	0.7	-14.9[20 µM]	10.7	-11.7
- COc1ccc(-n2nnnc2SCC(=O)NCCc2ccccc2)cc1OC
 : -1.3	3.6	-4.2	3.2	8.9	5.9	-23.7	5.8	3.8
- COc1cc(NC(=O)c2ccccc2Cl)c(OC)cc1NC(=O)CN1CCCCC1
 : -3.8	-9.3	-6.2	0.2	·	2.9	-28.5	7.2	-6.5
- Cc1ccccc1SCc1noc(C(=O)NCC2CCCO2)c1C(=O)O (stereo unspecified)
 : -2.5	-4.2	-2.7	3.6	10.2	0.8	-21.9[20 µM]	8.8	-8.8
- CC(c1ccccc1)C1C(C#N)=C(N)SC(N)=C1C#N (stereo unspecified)
 : 3.4	-3.5	-10.9	0.4	9.1	6.3	-5.3	20.5	-11.8
- CCOc1ccc(-n2cnc3sc4c(c3c2=O)CCCC4)cc1
 : 1.9	4.2	-8.7	-4.0	4.3	2.0	-16.4	5.1	-8.7
- COc1ccc(-c2nc(CSCC(=O)N3CCN(C(=O)c4ccco4)CC3)c(C)o2)cc1OC
 : -3.1	6.0	-4.4	1.4	13.9	-0.4	-10.9	4.2	-1.8
- CC(OC(=O)c1ccccc1OCc1ccc(Cl)cc1)C(N)=O (stereo unspecified)
 : -3.2	6.9	-7.5	0.4	10.4	5.0	-24.3	10.2	4.1
- O=C1c2cccnc2-c2ncccc21
 : 3.5	0.5	-5.1	-2.1	18.6	5.8	-11.1	5.2	-7.8
- N=C(N)c1ccccc1
 : ·	-12.5	·	·	5.4	·	-10.0	13.8&11.3&9.1	4.1
- CCCCc1noc2c1/C(=N\O)CC(c1ccccc1)C2 (stereo unspecified)
 : -2.9	-4.4	-3.7	3.7	14.5	0.8	-28.8[20 µM]	6.9	0.9
- CCCn1c2c(c(O)c(C(=O)Nc3nc(C)cs3)c1=O)CCCC2
 : -1.1	-5.6	4.1	1.6	2.9	-1.0	-24.6	12.3	-2.3
- CCN(CC)S(=O)(=O)c1ccc(C)c(NC(=O)CSc2ncc(C(F)(F)F)cc2Cl)c1
 : -3.1	3.9	-4.5	-1.4	23.2	3.7	-23.2	9.5	-2.3
- COC(=O)CSc1nnc(C)n1-c1cccc(C#N)c1
 : -1.4	-6.1	2.6	1.7	-4.0	0.1	-26.3	8.2	3.6
- Cc1ccc(/C=N/NC(=O)CSc2nc3ccccc3c(=O)n2-c2ccccc2C)s1
 : -2.2	-8.9	-3.7	13.7	5.0	1.1	-12.3	2.5	-22.1
- Cc1c(NC(=O)c2n[nH]c(=O)c3ccccc23)c(=O)n(-c2ccccc2)n1C
 : -2.6	-1.9	1.7	4.7	16.2	2.8	-19.7[20 µM]	4.4	-3.9
- C=C(C)Cn1c(-c2cccc([N+](=O)[O-])c2)n[nH]c1=S
 : -1.4	-3.1	-6.7	2.8	3.0	2.1	-3.3	7.2	5.8
- CSc1nc2nc3c(cc2c(=O)[nH]1)C(O)Oc1ccc(C)cc1-3 (stereo unspecified)
 : 3.9	-14.7	-7.5	7.7	16.1	4.6	-14.9	3.2	-2.1
- CCOC(=O)c1sc(NC(=O)Cc2ccc(F)cc2)nc1C
 : 2.4	-4.4	-3.4	2.6	16.8	9.7	-25.0	6.0	2.7
- COc1ccccc1-c1ccc(SCC(=O)NCCc2ccccc2)nn1
 : -0.9	1.0	-1.0	5.0	-3.5	8.1	9.6	7.0	-0.5
- O=C(OCc1nc2scc(-c3ccccc3)c2c(=O)[nH]1)c1cccc([N+](=O)[O-])c1
 : 2.3	2.9	-2.4	1.2	-3.6	7.0	-7.6	4.7	8.0
- O=C(NC1CCCCCC1)C(=S)NCc1ccccc1
 : -0.3	1.5	0.1	-3.0	2.9	-0.1	-21.1	9.3	-6.4
- Cc1ccc(NC(=O)c2sc3ccccc3c2Cl)nc1
 : -0.9	-8.3	-9.1	3.0	39.6	8.3	-24.3[20 µM]	24.0	-24.4
- Cc1ccc(C)c(NC(=S)c2ccccn2)c1
 : -1.1	-6.4	-9.7	-1.9	15.8	4.4	-22.5[20 µM]	21.4	10.7
- O=C(Nc1ccc(Oc2ncnc3cc(Cl)ccc23)nc1)c1cccs1
 : -2.4	-9.1	-3.0	4.3	14.1	-0.9	-26.1	13.3	-3.4
- COc1ccc(N2CCN(/C(=N\S(=O)(=O)c3ccc(C)cc3)Nc3nc(C)cc(C)n3)CC2)cc1
 : 0.6	-11.6	-3.7	-4.9	-15.4	9.7	-7.7[20 µM]	4.1	-3.9
- O=C1C2C(c3ccccc3)CC=CC2[C@H](c2ccc(C(F)(F)F)cc2)N1Cc1ccccc1 (stereo partly specified)
 : ·	-0.3	·	·	3.3	·	-29.4	8.8	-19.1
- CCN(CC)CC(=O)NN=C(c1ccccc1)c1ccccc1
 : -0.6	1.9	-4.1	-0.6	-1.0	0.7	-19.1[20 µM]	7.9	-8.9
- O=[N+]([O-])c1cc(Cl)ccc1Sc1ccccn1
 : -2.5	-9.0	5.8	10.4	-0.4	-0.8	-17.7	8.5	-8.3
- Cc1[nH]nc2c1C(c1cn[nH]c1-c1ccc(F)cc1)C(C#N)=C(N)O2 (stereo unspecified)
 : 0.8	-8.6	-7.1	3.5	14.4	0.4	-15.4	14.0	-5.8
- CO/N=C(/C)CCS(=O)(=O)c1ccccc1
 : -1.0	4.8	-11.3	0.0	2.0	1.1	-22.8	7.0	-4.7
- O=C1c2cccc3cccc(c23)C(=O)N1CCCCCc1n[nH]c(=S)o1
 : -0.6	-19.4	7.5	7.1	-5.3	0.8	-28.3	6.8	-5.5
- CC(C)(C)NC(=O)CCN(/N=C/c1ccc([N+](=O)[O-])o1)C1=NS(=O)(=O)c2ccccc21
 : 2.5	27.1	-1.7	4.3	6.7	6.3	-1.9	8.9	-34.1
- Cc1cc(C)nc(Nc2ncc(O)n2-c2ccc(C)c(C)c2)n1
 : -0.6	-3.7	2.8	0.8	15.8	4.9	-10.3[20 µM]	12.5	-10.8
- CCOC(=O)CN1C(=O)C(O)(C2CCc3ccccc3C2=O)c2ccccc21 (stereo unspecified)
 : -1.4	5.4	3.2	4.4	10.2	-3.4	-21.5[20 µM]	9.9	-15.8
- Cc1nn(-c2ccccc2)c(N)c1N=O
 : -0.7	-25.0	-4.6	-1.3	13.1	-2.7	-6.4	7.9	6.8
- CC(C)Nc1nc(NC(C)C)nc(Nn2cnnc2)n1
 : -4.7	0.9	-0.7	8.9	11.8	-0.2	-27.5	7.2	-4.4
- N#Cc1cc(-c2ccccc2)nc(NN)n1
 : 1.7	-19.8	-7.2	-4.3	21.7	-4.9	6.5	10.3	-4.6
- Cc1ccccc1NC1=NC(=S)N(c2ccccc2)C12CCOC(C)(C)C2 (stereo unspecified)
 : -3.1	3.2	1.4	-0.1	9.9	1.4	-11.8[20 µM]	1.7	1.1
- CCOC(=O)C(NC(=O)c1ccccc1)(Nc1cccc(C)n1)C(F)(F)F (stereo unspecified)
 : 0.2	-2.3	1.7	1.2	·	3.0	-29.1	6.7	-11.8
- Cc1nc(-c2cccc(NS(=O)(=O)c3cccc4ccccc34)c2)cs1
 : -1.2	-2.1	-0.5	4.2	9.3	0.9	-23.3[20 µM]	10.1	-15.7
- CCOC(=O)c1c(-c2cccc([N+](=O)[O-])c2)cn2ccccc12
 : -0.5	-4.5	-7.7	2.2	6.5	2.3	-18.5	3.2	0.9
- O=C1CSC(c2ccc([N+](=O)[O-])cc2)N1CCN1CCCCC1 (stereo unspecified)
 : 1.8	5.2	-6.2	-2.8	32.6	6.7	5.7	6.1	10.6
- Cc1cnc(C(=O)Nc2cccc3cccnc23)cn1
 : 89.6*	-0.4	-12.8	3.4	6.7	33.5*	-30.4	·	-13.0
- O=C(O)C(Cc1ccccc1)N1C(=O)/C(=C/C=C/c2ccco2)SC1=S (stereo unspecified)
 : -2.1	51.0*	4.6	27.1*	14.3	1.3	-4.9	7.5	-70.6
- CCOC(=O)C1CCCN(c2c(NCCc3ccc(Cl)cc3)c(=O)c2=O)C1 (stereo unspecified)
 : -2.6	-6.9	-2.0	-0.1	-0.2	-1.9	-13.9	7.8	0.1
- O=C(NCCCN1CCc2ccccc2C1)C1CCN(S(=O)(=O)N2CCC3(CC2)OCCO3)CC1
 : 4.4	11.6	-5.7	-2.9	1.8	2.9	-1.4	5.8	-2.5
- O=C(Nc1ccc2c(c1)OCO2)c1c(Cl)nc2sccn12
 : 1.2	-7.1	-5.8	-6.8	26.3	3.8	-20.5	11.3	-4.8
- CC(C)(C)C(C(Oc1ccc(Cl)cc1)n1cncn1)n1nnnc1C(c1cccc(Cl)c1)N1CCCCC1 (stereo unspecified)
 : 0.5	2.7	-11.6	-10.9	9.3	5.3	-9.4[20 µM]	10.1	-70.5
- CCOC(=O)c1sc2ncn(/N=C/c3cccnc3)c(=O)c2c1C
 : 1.3	-15.7	-11.9	-2.1	29.3	2.6	-11.3[20 µM]	11.8	5.2
- O=C(CCN1CCN(c2ccccc2)CC1)Nc1ccc(Cl)cc1
 : -1.5	2.5	-7.3	1.6	-26.9	4.3	-26.3[20 µM]	19.6	-10.1

Sorted by value in Furin inhibitor (falling): some entries from above
| Structure | Tb hexokinase | RBBP9 inh | p97 inhibitor | Furin inhibitor | p47phox inh |
| --- | --- | --- | --- | --- | --- |
| O=C(O)C(Cc1ccccc1)N1C(=O)/C(=C/C=C/c2ccco2)SC1=S (stereo unspecified) | 51.0* | 4.6 | 27.1* | -4.9 | -70.6 |
| O=C(Nc1ccc2c(c1)OCO2)c1c(Cl)nc2sccn12 | -7.1 | -5.8 | -6.8 | -20.5 | -4.8 |
| CCOC(=O)C(NC(=O)c1ccccc1)(Nc1cccc(C)n1)C(F)(F)F (stereo unspecified) | -2.3 | 1.7 | 1.2 | -29.1 | -11.8 |
